FN deposit inh: inhibitors of fibronectin matrix deposition, primary screen, AH1F cells, Alexa488-fibronectin fluorescence, plate reader; AID 743247, 2014; AH1F fibroblasts, overnight; inhibition, % at 12.6 µM; actives 0.086% (n = 350,000);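 active = mean inhibition across replicates of 30% or more, regardless of how many single replicates reach that level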;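 also: positive control wells lacked labelled fibronectin entirely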
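Material – AH1F fibroblast monolayer, labelled fibronectin deposition · Reagent – labelled fibronectin 24 nM · Timing – 1 h adhesion, overnight exposure · Measured by – fluorescence at 485 nm excitation, 525 nm emission · Read-out – inhibition of fibronectin deposition signal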
PGC1a acetyl inh: inhibitors of PGC1a acetylation signal, primary screen, cell-based, U2OS, AlphaScreen, inhibitor mode; AlphaScreen anti-acetyl-lysine; with virally co-expressed GCN5 acetyltransferase; inhibition, % at 15.6 µM; actives 0.17% (n = 350,000); AID 651687, 2012;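 active = every replicate shows inhibition of at least 40%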;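 also: 0% = neutral control wells and 100% = positive control wells; some results beyond the cut were filed as inactive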
S100A4 inh HTS: inhibitors of S100A4-myosin IIA peptide binding, primary screen, biochemical, fluorescence polarization, TAMRA-MyoIIA peptide | Protein S100-A4 (Homo sapiens), P26447 | AID 652163, 2013 | actives 0.14% (n = 360,000) | inhibition, % at 10.7 µM;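 active = mean inhibition of at least 70% across replicates, with every replicate also reaching that level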
Target sequence (P26447 whole entry, looked up): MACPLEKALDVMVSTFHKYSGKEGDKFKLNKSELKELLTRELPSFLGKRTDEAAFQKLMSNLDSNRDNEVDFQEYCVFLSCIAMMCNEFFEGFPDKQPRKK
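Material: human S100A4 monomer with TAMRA-labelled myosin IIA peptide; buffer or medium: HEPES pH 7.2 with CaCl2, KCl, NaCl, DTT, Triton; compound dosing: one concentration per compound; schedule: 5 min incubation before reading; benchmarks: neutral control DMSO, positive control TFP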
PAX8 inh HTS: inhibitors of PAX8-driven TPO luciferase reporter, primary screen, RMG-I cells, single concentration | SteadyGlo, 24 h | inhibition, % at 12.6 µM | actives 1.2% (n = 360,000) | AID 652154, 2013;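 active = mean replicate inhibition at least 60% with every replicate also reaching 60%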;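 also: luciferase light reporting Pax8 driven TPO promoter activity; plate controls were median of neutral control wells for no effect and mitoxantrone controls for full effect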
LGR2 antag: inhibitors of bursicon-induced LGR2 CRE-luciferase signal, primary screen, cell-based, HEK293, CRE-luciferase reporter, bursicon stimulation; bursicon-stimulated, 4 h; inhibition, % at 9.99 µM; actives 0.35% (n = 380,000); AID 720647, 2013;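 active = drop in luminescence signal, shown as inhibition above about 50% in the replicate tests, limit read from the data, passing the limit was not always enough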;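 also: agonist challenge used bursicon conditioned medium at about half maximal strength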
ERAP1 HTS inh: human ERAP1 aminopeptidase inhibitors, primary screen, biochemical, single point, plate reader. Endoplasmic reticulum aminopeptidase 1 (Homo sapiens), Q9NZ08. actives 0.15% (n = 340,000). recombinant ERAP1, Leu-AMC fluorescence, 60 min. inhibition, % at 10.7 µM;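 active = mean replicate inhibition of at least 30%, or all replicates individually reaching that 30% level; inactive = mean below 30% and not every replicate reaching it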;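 also: 0% = neutral control wells and 100% = L-leucinethiol positive control wells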
Target sequence (Q9NZ08 whole entry, looked up): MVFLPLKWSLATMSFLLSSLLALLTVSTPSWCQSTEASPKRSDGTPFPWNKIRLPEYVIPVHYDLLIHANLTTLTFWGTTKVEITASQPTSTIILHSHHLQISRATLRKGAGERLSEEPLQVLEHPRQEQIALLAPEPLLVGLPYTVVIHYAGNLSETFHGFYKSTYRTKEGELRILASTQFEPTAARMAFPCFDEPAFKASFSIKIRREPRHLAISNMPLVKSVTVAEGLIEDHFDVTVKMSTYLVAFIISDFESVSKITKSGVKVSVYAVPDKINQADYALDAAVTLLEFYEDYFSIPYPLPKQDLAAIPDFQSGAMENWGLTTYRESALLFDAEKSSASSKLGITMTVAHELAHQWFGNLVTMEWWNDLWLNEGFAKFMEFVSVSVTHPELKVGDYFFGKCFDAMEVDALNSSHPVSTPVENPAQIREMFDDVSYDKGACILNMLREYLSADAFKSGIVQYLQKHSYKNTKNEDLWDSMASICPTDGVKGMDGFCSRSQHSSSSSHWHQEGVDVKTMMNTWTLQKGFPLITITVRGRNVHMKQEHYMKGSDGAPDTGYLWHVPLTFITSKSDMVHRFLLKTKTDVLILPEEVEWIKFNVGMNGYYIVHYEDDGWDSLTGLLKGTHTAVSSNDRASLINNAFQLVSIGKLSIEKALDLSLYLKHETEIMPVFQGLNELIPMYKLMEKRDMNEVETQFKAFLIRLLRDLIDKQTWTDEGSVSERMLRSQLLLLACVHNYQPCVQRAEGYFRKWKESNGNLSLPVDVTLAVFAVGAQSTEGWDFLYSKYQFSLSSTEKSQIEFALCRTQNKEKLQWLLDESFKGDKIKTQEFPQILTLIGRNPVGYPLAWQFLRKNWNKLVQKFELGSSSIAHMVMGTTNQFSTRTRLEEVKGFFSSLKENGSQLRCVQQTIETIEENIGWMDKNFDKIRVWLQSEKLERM
PglD inh: C. jejuni PglD acetyltransferase inhibitors, primary screen, biochemical, DTNB colorimetric, single point; inhibition, % at 12.5 µM; actives 0.098% (n = 360,000); UDP-N-acetylbacillosamine N-acetyltransferase PglD (Campylobacter jejuni); purified PglD enzyme, DTNB colorimetric CoA detection; in the data active = inhibition above about 16%, passing the limit was not always enough; also: strong numbers were not always called active
EWS-Fli inh: EWS/Fli-driven NR0B1 reporter inhibitors, primary screen, A673 cells, NR0B1 luciferase, luminescence, MLPCN library; viability-normalised; inhibition, % at 12.6 µM; actives 0.67% (n = 350,000); AID 651661, 2012;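 active = mean inhibition of at least 50% after viability correction, with every replicate also passing that limit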;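 also: firefly luciferase signal divided by Alamar Blue viability fluorescence both relative to DMSO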
* marks the source's active call; other numbers are inactive results; / = not tested or not shown; & = joins results of further samples.

Each structure is followed by: S100A4 inh HTS, EWS-Fli inh, PAX8 inh HTS, ERAP1 HTS inh, PGC1a acetyl inh, FN deposit inh, LGR2 antag, PglD inh
CCOC1CCCc2oc(-c3ccc(OC)cc3)c(C#CCCO)c21 (stereo unspecified)
    -1.7, 2.0, -0.8, -0.1, /, -9.5, -2.5, /
CCCn1c(SCC(=O)NCc2ccco2)nnc1C(C)C
    -3.1, /, 0.0, -0.6, 4.0, 0.9, /, -1.0
COc1ccc(OC)c(/C=C/C(=O)N(C)CC(=O)Nc2ccc(N3CCOCC3)cc2)c1
    6.3, -8.0, -1.1, -7.4, 7.2, 3.9, -20.0, -1.4
CCCNC(=O)[C@H]1[C@H](CO)[C@H]2Cn3c(ccc(-c4cccc(OC)c4)c3=O)[C@@H]1N2C(=O)NCCC
    4.5, -0.7, /, -1.5, /, /, 1.0, 2.6
C[C@H](NC(=O)c1ncn2c1c(=O)[nH]c1ccc(Br)cc12)c1ccccc1
    1.8, 7.6, -2.4, /, /, 2.3, -16.6, 0.4
Cc1cccc(NC(=O)C2CC(=O)n3ncnc3N2)c1 (stereo unspecified)
    -0.9, -1.0, 7.4, /, 7.0, -1.6, 4.3, -1.1
CCCCN(C(=S)Nc1cccc(C)c1C)c1c(N)n(CCC)c(=O)[nH]c1=O
    3.6, 4.7, 9.1, -2.8, 0.9, -8.2, 7.9, /
COc1cccc(NC(=O)CN(C)C(=O)CNC(=O)c2ccc(Oc3ccccc3)cc2)c1
    -1.3, -56.9, -112.9, -1.5, -0.1, -0.2, -30.8, /
COc1ccccc1N1CCN(S(=O)(=O)CCNC(=O)CC2CCCC2)CC1
    -7.8, 8.0, 16.3, -2.5, 2.2, -7.5, 19.6, 1.8
O=C(Nc1ccccc1)c1ccc(=O)[nH]n1
    2.5, -0.6, 5.0, -0.3, -3.8, 1.7, 26.6, 4.6
CCOc1ccc(CN(C)CC(=O)Nc2ccccc2C(=O)NC2CC2)cc1
    2.3, -1.3, 3.3, 1.6, -10.6, 0.8, 10.3, -1.7
Cc1cccc(C(=O)Nc2nnc(Cc3ccccc3)s2)c1
    0.4, -10.7, 1.5, -2.2, -3.0, -1.5, -1.9, 0.4
Cc1cc(C)cc(NC(=O)C2C3C=CC4(O3)C2C(=O)N(CCCN(C)C)C4C(=O)NC2CCCC(C)C2C)c1 (stereo unspecified)
    2.6, /, -2.0, -4.6, 1.2, -1.0, 5.2, -1.9
CC(=O)NCCCc1nc2ccccc2n1Cc1ccccc1C
    /, /, /, /, 1.2, -7.4, 5.2, -1.4
OCC1(Cc2ccc(F)cc2F)CCCN(CCCc2ccccc2)C1 (stereo unspecified)
    -9.4, 9.6, 11.7, -2.4, 0.0, -10.4, 37.2, 5.6
Cc1ccc(NC(=O)CCNS(=O)(=O)c2ccc3c(c2)CCC(=O)N3)cc1
    -1.3, 9.3, 2.3, 8.3, 4.5, 6.0, -3.0, -4.4
Cc1noc(C)c1NC(=O)N(C)C[C@H]1Oc2ccc(NS(=O)(=O)c3cccs3)cc2CC(=O)N([C@@H](C)CO)C[C@H]1C
    /, -4.3, 16.4, /, 0.0, /, -11.0, 0.9
Cc1cc(C)nc(N/N=C/c2ccccc2OCC(=O)O)n1
    -1.0, -4.8, 5.5, -0.5, /, 5.5, 20.8, -3.3
CS(=O)(=O)N(CC(=O)N1CCCCCC1)c1cccc(F)c1
    -1.4, 8.5, -1.7, -0.3, 2.2, -11.8, -5.4, 3.8
CN(C)CCCN1c2ccccc2Sc2ccc(Cl)cc21
    1.7&1.6&-0.5, 5.1&15.9, 1.7&29.4, 8.7&10.9, -10.7&-24.9, 4.1&12.1&-4.3, 15.9, 1.4&-0.8
CC1CCCCC1NC(=O)CCn1c(=O)sc2ccccc21 (stereo unspecified)
    -1.2, -17.9, -15.5, 1.7, 6.5, 3.7, 14.5, -2.8
CN1C(=O)c2cc(NC(=O)C3CCOCC3)ccc2OC[C@H]2O[C@@H](CC(=O)O)CC[C@H]21
    0.3, -0.4, 10.6, /, 0.5, -18.6, 9.0, -3.0
COc1ccc(CCNS(=O)(=O)c2ccc(Br)cc2)cc1
    0.7, 4.0, 25.4, -2.0, /, 1.0, 2.6, 5.9
C=CCNc1nc2ccccc2nc1NS(=O)(=O)c1ccc(Br)cc1
    1.6, 6.6, 20.9, 2.6, -0.1, -3.3, 16.5, -2.5
OC(c1ccc(F)cc1)c1ncc(-c2ccc(Oc3ccccc3)cc2)[nH]1 (stereo unspecified)
    -14.0, -30.6, -21.3, -1.7, /, 7.5, -12.4, 3.3
COc1ccc(NC(=O)Nc2ccc3c(c2)C(=O)N([C@@H](C)CO)C[C@@H](C)[C@@H](CN(C)C)O3)cc1
    2.3, 5.0, -8.1, 1.7, -5.7, /, -15.2, 1.9
COc1ccc(C#Cc2ccc([C@@H]3[C@H](CO)N4CCCCN(C(=O)c5ccncc5)C[C@@H]34)cc2)cc1
    -11.8, 9.0, -13.4, -1.7, 9.3, /, -21.3, -4.1
C=CC[C@H](CC(=O)NCCO)C(=O)N[C@H](C)COC(=O)[C@@H](CC=C)Cc1ccc(F)cc1
    -3.0, -4.2, 9.6, -2.4, -5.3, -6.1, -6.1, -0.8
C[C@H](CO)N1C[C@H](C)[C@@H](CN(C)C(=O)Nc2ccc(C(F)(F)F)cc2)Oc2ccc(NC(=O)Nc3ccccc3)cc2C1=O
    -17.2&-2.9, 3.5&3.3, 28.6, 1.2&-1.1, -4.6&-10.5, 12.5, 29.8&15.7, 3.9&0.8
O=C(CCC(=O)Nc1ccc(F)cc1)N/N=C/c1ccc(F)cc1
    0.2, 9.0, 6.9, -1.6, -4.1, -1.6, 4.6, -0.4

Additional compounds:
Each structure is followed by: S100A4 inh HTS, EWS-Fli inh, PAX8 inh HTS, ERAP1 HTS inh, PGC1a acetyl inh, FN deposit inh, LGR2 antag, PglD inh
C/C=C/c1ccc([C@@H]2[C@H]3CN(C(=O)Nc4cccc(OC)c4)CC(=O)N3[C@H]2CO)cc1
    2.3, -3.3, 27.7, 2.8, 19.1, -9.3, 45.6, /
CN1OC[C@@H]2CN(S(=O)(=O)c3cccc(C(F)(F)F)c3)[C@H](c3ccc(N4CCCCC4)cc3)C[C@@H]21
    -0.1, 1.5, -19.8, 18.1, -7.1, -2.0, -2.1, -4.2
CO[C@@H](CN(C)C(=O)c1ccccc1F)[C@H](C)CN([C@H](C)CO)S(=O)(=O)c1ccc(F)cc1
    -0.2, 1.3, /, 1.7, -0.8, -2.1, 0.1, 1.6
Cc1ccc(OCC(=O)Nc2ccc(N3CCN(S(C)(=O)=O)CC3)cc2)c(C)c1
    -2.5, -5.5, 3.2, 5.5, 9.3, 0.8, 7.6, -3.2
CCN(C(=O)c1cc2c(=O)n3cccc(C)c3nc2n1CCCOC)C1CCCCC1
    0.3, 3.5, 12.6, 50.3*, 7.4, 4.9, -14.9, 1.3
O=S(=O)(c1cccs1)N1CCN(c2ccc(O)cc2)CC1
    0.3, 14.8, 6.9, 0.1, -8.8, -28.8, -7.5, -0.3
CCOC(=O)c1ccc(N2C(=O)C(CC(N)=O)N(CCc3ccc(OC)c(OC)c3)C2=S)cc1 (stereo unspecified)
    -0.5&-7.8, 8.8, 15.7, -5.3, 12.2, 0.2, /, -11.5
O=C(COC(=O)Cn1nnc(-c2ccccc2)n1)Nc1cc(F)ccc1F
    -4.5, -3.5, /, 0.4, -2.4, -8.6, -12.9, 5.3
CCOC(=O)c1cnc2c(Cl)cc(Cl)cc2c1NCCCN1CCOCC1
    4.3, 2.8, -31.1, -5.2, /, -6.1, -3.2, -6.9
CCCCC(=O)Nc1ccc(NCc2ccc(C)s2)cc1
    -15.1, -11.3, -4.6, -2.3, -16.7, 10.7, -6.8, 2.7
CCCN(CC(=O)Nc1ccccc1C)C(=O)CCNC(=O)c1ccccc1Cl
    0.7, 5.1, -3.8, -1.5, /, -9.9, 6.7, /
CCOC(=O)c1ccc(NCc2ccc(N(C)C)cc2)cc1
    4.3, /, /, 1.7, 3.4, 4.0, -52.3, 2.4
COc1ccc2oc(=O)c(C(=O)N3CCN(c4ccccc4)CC3)cc2c1
    -0.3&-2.1, -25.3, /, -1.0&-0.5, 1.7, -7.2, -41.2&-13.0, -0.6
C[C@@H]1CN([C@@H](C)CO)C(=O)c2cc(NC(=O)CCN3CCOCC3)ccc2O[C@H]1CN(C)S(=O)(=O)c1cccs1
    1.5, -5.6, -8.8, 1.6, 4.4, -5.7, 10.4, 2.3
COc1ccccc1NC(=O)CSc1nc2c(oc3ccccc32)c(=O)n1C
    0.8, 10.0, 2.4, -1.4, -23.6, 6.1, 13.0, 0.1
N/C(=N\S(=O)(=O)c1cc(C(F)(F)F)cc(C(F)(F)F)c1)c1ccccc1
    7.3, 16.5, 15.2, 4.2, 6.5, -5.0, 6.8, 1.2
Clc1nc(NCCc2ccccc2)c2cn[nH]c2n1
    -3.2, 0.0, -12.0, -0.7, -9.7, /, -5.6, 4.3
C[C@H]1CN([C@@H](C)CO)C(=O)c2cc(NC(=O)Nc3cccc4ccccc34)ccc2O[C@@H]1CN(C)C
    0.0, -4.7, -5.5, 0.2, 1.3, /, 7.3, 8.1
C[C@@H]1CN([C@H](C)CO)C(=O)c2cc(-c3cccc(F)c3)cnc2O[C@H]1CN(C)Cc1cncnc1
    -0.4, -1.1, /, -0.6, -8.2, -7.8, -1.7, -2.0
CC(=O)Nc1cc(-c2cccc(N)c2)cn2c(-c3ccc(C(C)=O)cc3)cnc12
    7.1, -4.5, -6.7, 2.0, -18.7, -1.8, 1.5, -1.0
OCc1nc2c(ccc3ccccc32)[nH]1
    -0.2, -1.4, 10.5, 4.1, -1.5, 5.3, -1.3, 7.2
COc1ccc(NC(=O)N(C)C[C@@H]2Oc3c(NS(C)(=O)=O)cccc3C(=O)N([C@@H](C)CO)C[C@@H]2C)cc1
    -10.1, -2.3, /, 0.9, -1.4, /, -1.5, -1.4
NNC(=O)c1sc2cc(C(F)(F)F)cnc2c1-c1cccs1
    -3.8, -2.0, 25.5, -0.4, 12.9, -31.0, 17.2, 1.3
COc1ccc2c3c([nH]c2c1)[C@@H](CO)N(C(=O)CN(C)C)CC31CCN(CC2CC2)CC1
    -0.3, -4.2, -27.7, 6.1, /, /, 8.4, /
O[Si](CCCN1CCCCC1)(c1ccc(F)cc1)C1CCCCC1 (stereo unspecified)
    -3.7, 12.6, -2.7, -3.3, -2.1, -2.3, /, -1.2
Oc1ccc2ccccc2c1CNn1cnnc1
    -2.9, /, /, 0.2, 23.4, 2.6, -0.7, 4.3
Cc1nn(Cc2ccc(Cl)cc2)c(C)c1NC(=O)c1cc(C(C)C)on1
    -6.7, 13.4, 19.1, -0.1, /, -15.0, -7.1, -3.8

High-throughput results (PubChem BioAssay)
